Bioassay records: PubChem BioAssay, several laboratories
Rab7 wt GTP bind – modulators of GTP binding to Rab7, primary screen, biochemical, wildtype, multiplex bead flow cytometry; Rab7 GTPase wild type (dog), Bodipy-FL-GTP binding; GST-Rab7 beads, fluorescent GTP binding; actives lie on both sides; untreated = 100%, excess cold GTP = 0%; GTP binding activity (percent of control), % at 10 µM; 190,000 compounds, 0.055% hits;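 active means fluorescent GTP binding to Rab7 beads changed by at least 20 points from the 100% baseline, either direction, mostly lower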;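 further: median green fluorescence of bound Bodipy-FL-GTP per Rab7 bead population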
RGS8-Gao – RGS8-Galphao binding modulators, primary screen, biochemical, multiplexed bead flow cytometry | actives lie on both sides | response (percent of control binding), % at 10 µM | 220,000 compounds, 0.34% hits; in the data active means response below about 60% or above about 140%; inactive means in between;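 further: Galphao activated as the GDP aluminium fluoride complex binding bead-coupled RGS8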
Target sequence (P09471 whole entry, looked up): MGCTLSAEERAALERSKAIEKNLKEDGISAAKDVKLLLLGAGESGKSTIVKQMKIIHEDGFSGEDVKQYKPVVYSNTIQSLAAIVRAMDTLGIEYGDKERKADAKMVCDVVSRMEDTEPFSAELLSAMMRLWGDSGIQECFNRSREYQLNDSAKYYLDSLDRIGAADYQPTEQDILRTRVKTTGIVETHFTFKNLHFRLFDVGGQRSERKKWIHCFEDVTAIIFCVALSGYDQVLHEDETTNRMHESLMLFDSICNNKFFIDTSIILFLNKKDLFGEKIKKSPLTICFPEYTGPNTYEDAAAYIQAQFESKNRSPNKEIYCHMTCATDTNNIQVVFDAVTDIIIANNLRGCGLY
Mcl1-Bid inh – Mcl-1/Bid binding inhibitors, primary screen, biochemical, TR-FRET, 1536-well | TR-FRET Mcl-1/Bid-Dy647 peptide binding | 220,000 compounds, 0.97% hits | AID 1021, 2008 | inhibition, % at 21.7 µM | Induced myeloid leukemia cell differentiation protein Mcl-1 (Homo sapiens), Q07820;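 active means compounds that cut the binding signal by more than half at the single screening dose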;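 further: His-tagged Mcl-1 with europium anti-His antibody binding Bid BH3 peptide; 0% = Mcl-1 plus peptide wells and 100% = peptide-only wells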
Target sequence (Q07820 whole entry, looked up): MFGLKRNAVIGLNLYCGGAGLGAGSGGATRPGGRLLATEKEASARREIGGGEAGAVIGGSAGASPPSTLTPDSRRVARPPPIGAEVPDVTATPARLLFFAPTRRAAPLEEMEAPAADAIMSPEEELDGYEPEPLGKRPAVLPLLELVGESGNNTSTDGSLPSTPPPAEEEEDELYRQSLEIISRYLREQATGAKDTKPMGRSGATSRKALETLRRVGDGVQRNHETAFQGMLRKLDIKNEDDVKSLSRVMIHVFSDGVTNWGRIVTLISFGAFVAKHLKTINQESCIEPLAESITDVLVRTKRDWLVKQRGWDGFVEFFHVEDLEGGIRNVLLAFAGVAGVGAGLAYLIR
Mcl1 Noxa PPI – Mcl-1/Noxa binding inhibitors, primary screen, biochemical, TR-FRET, 1536-well. Induced myeloid leukemia cell differentiation protein Mcl-1 (Homo sapiens), Q07820. AID 1022, 2008. 220,000 compounds, 1.5% hits. TR-FRET Mcl-1/Noxa peptide binding, 2 h. inhibition, % at 21.7 µM;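 active means compounds that cut the protein-peptide binding signal by more than 50% relative to plate controls in a single-dose test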;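 further: His-tagged Mcl-1 with rhodamine Noxa BH3 peptide and terbium anti-His antibody; 0% = Mcl-1 plus Noxa peptide wells and 100% = peptide-only wells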
Rac1 wt modul – wildtype Rac1 GTP binding modulators, primary screen, biochemical, GST-Rac1 beads, flow cytometry, multiplex. Ras-related C3 botulinum toxin substrate 1 (Homo sapiens), P63000. fluorescent GTP binding; actives lie on both sides; 0 = cold GTP competed, 100 = untreated. GTP binding activity (% of control), % at 10 µM. 190,000 compounds, 0.27% hits;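 active means GTP binding activity at least 20 points away from the 100% control level, either lower or higher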
Cdc42 wt – modulators of GTP binding to wildtype Cdc42, primary screen, biochemical, multiplex bead flow cytometry, Bodipy-GTP | percent activity (GTP binding), % at 10 µM | 190,000 compounds, 0.2% hits | Cell division control protein 42 homolog (Homo sapiens), P60953 | GST-Cdc42 beads; actives lie on both sides;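 active means percent activity GTP binding at least 20 points away from the 100% baseline, either down as inhibitor or up as activator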;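 further: median bead fluorescence of bound Bodipy-FL-GTP at 100 nM; 0% = excess unlabeled GTP control and 100% = no compound control; below 100% means less GTP binding so inhibitor and above means activator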
Rab2A wt mod – modulators of GTP binding to Rab2A wildtype, primary screen, biochemical, dog, bead-based flow cytometry, multiplex | Ras-related protein Rab-2A (Canis lupus familiaris), P61105 | GTP binding activity, % at 10 µM | 190,000 compounds, 0.19% hits | GST-Rab2 wt beads, Bodipy-GTP binding;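 active means GTP binding activity at least 20 points away from 100%, either lowered or raised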;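 further: 0% = beads with excess unlabeled GTP and 100% = no-compound control corrected for plate trend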
Rac1 act GTP bind – GTP binding modulators of activated mutant Rac1, primary screen, biochemical, bead-based flow cytometry, multiplex, fluorescent GTP; GST-Rac1 activated beads; actives lie on both sides; 100% means binding = to untreated wells; percent activity (GTP binding), % at 10 µM; 190,000 compounds, 0.11% hits; Ras-related C3 botulinum toxin substrate 1 (Homo sapiens), P63000; AID 764, 2007;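 active means GTP binding at least 20 percentage points away from the 100% baseline, in either direction, so actives lie on both sides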
Mcl-1 Bim block – inhibitors of Bim peptide binding to Mcl-1, primary screen, biochemical, bead-based flow cytometry, multiplex; Bim peptide-Mcl-1 binding; inhibition, % at 10 µM; 190,000 compounds, 0.1% hits; AID 1009, 2008; in the data active means inhibition above about 40%;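 further: 0% = no compound tracer wells and 100% = peptide blocker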
Pf gametocyte – late stage P. falciparum gametocyte viability inhibitors, primary screen, ATP luminescence, HTS | 150,000 compounds, 0.065% hits | inhibition, % at 10.9 µM | AID 743093, 2013 | P. falciparum stage V gametocytes, 24 h;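 active means inhibition above the mean plus 3 SD of compounds within the control limits, set per campaign, cut at about 38% in these data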;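 further: 0% = DMSO wells and 100% = medium only without gametocytes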
HRas wt GTP bind – modulators of GTP binding to HRas wildtype, primary screen, biochemical, bead-based flow cytometry, multiplex | GTPase HRas (Homo sapiens), P01112 | GST-Ras wt beads, Bodipy-FL-GTP binding; actives lie on both sides | GTP binding activity, % at 10 µM | 190,000 compounds, 0.14% hits | AID 759, 2007;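 active means GTP binding activity at least 20% away from the 100% baseline, either lowered as inhibitor or raised as activator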;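 further: 0% = unlabeled GTP competition control and 100% = no-compound control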
Target sequence (P01112 whole entry, looked up): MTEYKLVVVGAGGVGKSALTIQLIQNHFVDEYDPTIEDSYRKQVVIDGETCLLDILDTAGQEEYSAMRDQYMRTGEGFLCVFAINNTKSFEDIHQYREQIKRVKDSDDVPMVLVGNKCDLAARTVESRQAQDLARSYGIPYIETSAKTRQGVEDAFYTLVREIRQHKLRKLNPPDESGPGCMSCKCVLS
* = called active by the depositor; / = no result given.

#	smiles	Rab7 wt GTP bind	RGS8-Gao	Mcl1-Bid inh	Mcl1 Noxa PPI	Rac1 wt modul	Cdc42 wt
1	O=C(CCC(=O)OCC(=O)c1ccccc1)Nc1cccc2cccnc12	104	102	-31	4	104	105
2	Cc1ccc(OC(=O)c2ccc3nc(C)sc3c2)cc1	106	101	3	10	104	99
3	CC(C)(C)C(=O)Cn1c(NCCCO)nc2ccccc21	101	100	5	10	107	105
4	Cc1[nH]nc2c1C(c1cccs1)C(C#N)=C(N)O2 (stereo unspecified)	97	99	-45	-3	94	95
5	Cc1ccc(S(=O)(=O)N2CCC(NC(=O)OC(C)C)CC2)cc1	97	98	-25	11	97	96
6	Cc1ccc(NC(=S)N2CCn3cccc3C2c2cccnc2)cc1 (stereo unspecified)	93	98	-39	3	102	99
7	CC1CCN(S(=O)(=O)c2ccc3c(c2)c(=O)c(C(=O)N2CCCCC2)cn3C)CC1	99	98	7	5	104	99
8	CCOc1cc(/C=N/NC(=O)c2cccc([N+](=O)[O-])c2)ccc1OS(=O)(=O)c1ccccc1	97	102	-7	-2	96	98
9	Cc1nc2c3cnn(-c4ccccc4)c3ncn2n1	101	102	-11	-5	100	101
10	Cc1nn(CC(=O)Nc2ccccn2)c(C)c1Br	104	93	-17	-19	104	103
11	OCCN=c1cc(-c2ccccc2)oc2ccc(Cl)cc12	105	100	-15	17	104	107
12	O=C(NC(NC(=S)Nc1cc(Cl)ccc1Cl)C(Cl)(Cl)Cl)c1ccco1 (stereo unspecified)	95	97	4	6	106	105

#	Rab2A wt mod	Rac1 act GTP bind	Mcl-1 Bim block	Pf gametocyte	HRas wt GTP bind
1	106	99	0	/	106
2	100	98	-1	/	101
3	101	102	0	12	104
4	95	95	1	-3	95
5	96	96	-6	14	94
6	96	94	-4	/	96
7	102	99	-6	-1	101
8	98	97	0	/	98
9	100	98	-1	/	100
10	101	100	2	-22	102
11	107	101	0	/	106
12	101	103	-8	14	101

Brought forward from above: five entries, followed by the next part.
#	smiles	Rab7 wt GTP bind	RGS8-Gao	Mcl1-Bid inh	Mcl1 Noxa PPI	Rac1 wt modul	Cdc42 wt
8	CCOc1cc(/C=N/NC(=O)c2cccc([N+](=O)[O-])c2)ccc1OS(=O)(=O)c1ccccc1	97	102	-7	-2	96	98
9	Cc1nc2c3cnn(-c4ccccc4)c3ncn2n1	101	102	-11	-5	100	101
10	Cc1nn(CC(=O)Nc2ccccn2)c(C)c1Br	104	93	-17	-19	104	103
11	OCCN=c1cc(-c2ccccc2)oc2ccc(Cl)cc12	105	100	-15	17	104	107
12	O=C(NC(NC(=S)Nc1cc(Cl)ccc1Cl)C(Cl)(Cl)Cl)c1ccco1 (stereo unspecified)	95	97	4	6	106	105
13	O=[N+]([O-])c1cncc([N+](=O)[O-])c1Nc1ccccc1Cl	105	100	13	26	98	94
14	CCCC(=O)Nc1ccc(NC(=O)c2ccccc2OC)cn1	94	114	9	14	92	96
15	O=C(Nc1ccc2c(c1)OCCO2)c1cnccn1	99	100	-6	-14	101	102
16	CC(=O)c1sc(N/N=C\c2cccc(Br)c2)nc1C	97	100	-39	51*	98	98
17	O=C(CCn1c(=O)oc2ccccc21)N1CCOCC1	103	102	-26	8	104	100
18	O=C(COc1ncnc2ccccc12)N1CCN(S(=O)(=O)c2ccc(Cl)cc2)CC1	108	100	-23	2	108	102
19	CCCC(C)NC(=O)COC(=O)c1cc(Br)c(Br)s1 (stereo unspecified)	97	103	-32	-1	94	94
20	Cc1nc2ncccn2c1-c1csc(Nc2ccc(N(C)C)cc2)n1	107	101	-44	35	90	92
21	CCc1cc2cc(C)cc(C)c2nc1SCC(=O)NNC(=O)c1ccco1	98	100	7	-20	98	101
22	CS(=O)(=O)Nc1ccc(Cc2ccc(NS(C)(=O)=O)cc2)cc1	96	100	0	13	97	95
23	Cc1cc(C)cc(OCC(=O)NCCc2nc3ccccc3[nH]2)c1	99	100	-25	10	101	100
24	CC(C)C(NC(=O)C(Cc1ccccc1)NC(=O)OCc1ccccc1)C(=O)O (stereo unspecified)	101	106	9	22	103	95

#	Rab2A wt mod	Rac1 act GTP bind	Mcl-1 Bim block	Pf gametocyte	HRas wt GTP bind
8	98	97	0	/	98
9	100	98	-1	/	100
10	101	100	2	-22	102
11	107	101	0	/	106
12	101	103	-8	14	101
13	96	94	0	-4	94
14	93	93	0	/	93
15	100	98	-1	/	101
16	98	97	-5	3	96
17	102	102	-3	/	103
18	102	100	-8	/	104
19	97	93	-1	4	95
20	93	92	5	/	92
21	98	98	-7	/	98
22	93	95	-2	6	97
23	98	98	-5	/	97
24	97	97	-1	/	99

Next part.
#	smiles	Rab7 wt GTP bind	RGS8-Gao	Mcl1-Bid inh	Mcl1 Noxa PPI	Rac1 wt modul	Cdc42 wt
25	O=C(NCc1ccccn1)c1cc(-c2ccc(-c3ccccc3)cc2)nc2ccccc12	98	100	-13	6	100	96
26	O=C(CN1C(=O)C2C3C=CC(C3)C2C1=O)NCCN1CCCc2ccccc21 (stereo unspecified)	100	101	-29	1	103	99
27	CC(C)SC1=NC(C)(C)C=C(/C=C/c2ccc(Cl)cc2Cl)N1	102	99	-5	16	99	98
28	CSc1cc(C)n(-c2ccccc2C)c(=S)c1C(C)=O	100	100	-32	-11	110	105
29	C/C=C(\C)C(=O)NCCN1C2=NC[C@H](C)N2C[C@@H]1Cc1ccc(OC)cc1	103	112	-8	-3	100	98
30	O=C(CCC1CCCCC1)NCc1ccc(F)cc1	99	105	-2	10	104	102
31	Cc1ccc2nc(NC(=S)NC(=O)c3ccco3)sc2c1	93	101	-9	35	95	96
32	Cc1ccc(C)c(S(=O)(=O)N2CCN(C(=O)c3cnccn3)CC2)c1	99	95	-15	7	102	105
33	CCOC(=O)CN1C(=O)C(C)(C)Oc2ccc(C(=O)Nc3ccccc3)cc21	105	103	-28	9	109	105
34	CC1=CCC2C(=O)N(c3ccc(Br)cc3C)C(=O)C2C1 (stereo unspecified)	100	101	3	12	102	103
35	CC(C)=N/N=c1\scc(C)n1Cc1ccco1	97	102	-4	-1	98	96
36	c1ccc(Nc2nc(NCC3CCCO3)c3ccccc3n2)cc1 (stereo unspecified)	97	104	0	35	100	97

#	Rab2A wt mod	Rac1 act GTP bind	Mcl-1 Bim block	Pf gametocyte	HRas wt GTP bind
25	97	97	-7	5	97
26	102	100	-4	-20	100
27	98	97	-3	11	97
28	103	100	-5	/	104
29	99	99	-1	/	100
30	98	100	-2	7	101
31	93	97	-2	2	92
32	106	100	-3	-24	105
33	108	101	0	-8	104
34	100	99	0	/	101
35	97	98	1	13	97
36	97	100	1	-8	96

Following part:
#	smiles	Rab7 wt GTP bind	RGS8-Gao	Mcl1-Bid inh	Mcl1 Noxa PPI	Rac1 wt modul	Cdc42 wt
37	Cc1cccc(CN(CC(=O)N/N=C/c2cccs2)S(=O)(=O)c2ccc(Cl)cc2)c1	96	99	-29	9	96	99
38	Cn1c(CNC(=O)c2ccccc2F)nnc1SCc1ccc(F)cc1	91	101	-50	-17	102	104
39	Cc1ccccc1NC(=S)N/N=C/C(C)c1ccccc1 (stereo unspecified)	96	96	-35	3	99	101
40	O=C(O)/C(=C\c1cccc(F)c1)c1ccc(S(=O)(=O)N2CCCCC2)s1	95	100	10	43	96	97
41	CCCN(CCC)CCCn1c(=O)[nH]c2ccccc21	97	100	3	11	97	95
42	COCCn1c(SCCCC(=O)c2ccc(Br)cc2)nnc1-c1ccncc1	99	101	-2	12	102	102
43	O=C(CCSc1nnc(-c2ccco2)o1)Nc1ccc(Cl)cc1	103	103	7	-3	102	95
44	CCO[C@H]1OC(C(=O)NCc2nc3ccccc3[nH]2)=C[C@@H](C)[C@@H]1CCCO	98	101	-10	-8	97	98
45	CCCCCCC1(C)NC(=S)N(c2ccccc2)N1 (stereo unspecified)	97	102	-20	25	100	98
46	O=C(CSc1ccc(-c2ccco2)nn1)NCCc1ccccc1	92	103	-41	12	84	89
47	COc1cc(OC)c(-c2nn3c(C4CCCCC4)nnc3s2)cc1OC	100	103	3	12	100	100
48	COc1cccc(C(=O)Oc2cc3c4c(c2)C(C)=CC(C)(C)N4C(=O)C3=O)c1	101	98	-2	11	99	86

#	Rab2A wt mod	Rac1 act GTP bind	Mcl-1 Bim block	Pf gametocyte	HRas wt GTP bind
37	96	95	1	5	100
38	96	99	-4	/	95
39	99	96	-3	/	97
40	95	93	-2	-16	96
41	94	94	-5	-1	95
42	100	100	0	/	101
43	100	97	-8	/	100
44	99	98	0	/	96
45	99	95	-1	-3	100
46	90	92	0	-33	89
47	98	99	0	/	99
48	98	95	1	/	99

Compounds above with a COOH group:
#	smiles	Rab7 wt GTP bind	RGS8-Gao	Mcl1-Bid inh	Mcl1 Noxa PPI	Rac1 wt modul	Cdc42 wt
24	CC(C)C(NC(=O)C(Cc1ccccc1)NC(=O)OCc1ccccc1)C(=O)O (stereo unspecified)	101	106	9	22	103	95
40	O=C(O)/C(=C\c1cccc(F)c1)c1ccc(S(=O)(=O)N2CCCCC2)s1	95	100	10	43	96	97

#	Rab2A wt mod	Rac1 act GTP bind	Mcl-1 Bim block	Pf gametocyte	HRas wt GTP bind
24	97	97	-1	/	99
40	95	93	-2	-16	96

The listing continues.
#	smiles	Rab7 wt GTP bind	RGS8-Gao	Mcl1-Bid inh	Mcl1 Noxa PPI	Rac1 wt modul	Cdc42 wt
49	O=C(NC1CCCc2ccccc21)c1cc(S(=O)(=O)N2CCOCC2)ccc1F (stereo unspecified)	104	103	-15	4	96	97
50	O=C(CSc1nc2cccnc2n1Cc1ccccc1)NCc1ccco1	100	103	-15	17	101	102
51	O=C(/C=C/c1ccccc1[N+](=O)[O-])NC1CCCC1	103	101	-41	9	99	99
52	Cc1ccc(N(C=NC#N)CC(=O)N2CCN(c3ccccc3)CC2)cc1	104	94	-47	3	110	106

#	Rab2A wt mod	Rac1 act GTP bind	Mcl-1 Bim block	Pf gametocyte	HRas wt GTP bind
49	98	94	1	-20	98
50	100	100	0	/	101
51	98	96	0	12	98
52	104	103	0	-6	104
